From PubChem
HttQ103 aggreg = qHTS Multiplex Assay to Identify Dual Action Probes in a Cell Model of Huntington: Aggregate Formation (GFP); Potency, µM (titrated, usually from 46.1 µM), without a hit: at the highest dose activity change, negative = inhibition, actives largely listed as inhibitors; hit rate 1.1% among 220,000; AID 1688, 2009; PC12 HttQ103-GFP aggregates, Acumen cytometry, 40 h; further: potency means the concentration at half of the fitted maximal effect; on the % scale 0 is the no-effect control and ±100 the full control effect; nearly all actives have a fitted effect of over 60% in size
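Aggregates are detected as GFP objects 1–25 µm with signal 6 STDEV over background in lysates of induced PC12 cells. These carry Huntingtin exon 1 with 103 glutamines fused to GFP under an ecdysone promoter; compounds titrated.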
CBFb RUNX1 block = qHTS Assay for Compounds Blocking the Interaction Between CBF-beta and RUNX1 for the Treatment of Acute Myeloid Leukemia. AID 1477, 2009. Runt-related transcription factor 1 (Homo sapiens) + Core-binding factor subunit beta …. Potency, µM (highest dose often 59.8 µM), for the others: at the highest dose activity, negative = inhibition, usual class: inhibitors. 230,000 tested, under 10 active. AlphaScreen CBFb-His/RUNX1-biotin binding, biochemical; further: % of control where 0% means no effect
Target sequence (Q01196 whole entry, looked up): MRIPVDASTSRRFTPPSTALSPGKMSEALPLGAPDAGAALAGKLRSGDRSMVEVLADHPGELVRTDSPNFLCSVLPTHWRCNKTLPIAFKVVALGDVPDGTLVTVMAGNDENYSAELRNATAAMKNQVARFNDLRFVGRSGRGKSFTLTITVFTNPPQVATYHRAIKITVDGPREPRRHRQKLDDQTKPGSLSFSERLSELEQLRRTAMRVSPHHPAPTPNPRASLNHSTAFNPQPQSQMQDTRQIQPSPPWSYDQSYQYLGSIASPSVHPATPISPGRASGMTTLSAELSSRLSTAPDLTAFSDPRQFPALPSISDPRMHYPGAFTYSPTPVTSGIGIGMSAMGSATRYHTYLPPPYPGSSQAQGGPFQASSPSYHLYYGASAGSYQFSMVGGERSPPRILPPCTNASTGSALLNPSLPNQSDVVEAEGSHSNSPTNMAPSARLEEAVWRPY
Target sequence (Q13951 whole entry, looked up): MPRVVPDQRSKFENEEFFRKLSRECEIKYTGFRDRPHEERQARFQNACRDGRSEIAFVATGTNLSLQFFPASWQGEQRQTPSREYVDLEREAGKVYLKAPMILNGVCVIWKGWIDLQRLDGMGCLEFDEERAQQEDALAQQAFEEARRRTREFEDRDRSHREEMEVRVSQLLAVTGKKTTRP
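Read-out: AlphaScreen. Format: His-CBF-beta with biotinylated RUNX1 (30 nM each) preincubated 20 min, compound 15 min, Ni-chelate plus streptavidin beads 90 min; room temperature throughout.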
GAA inhib = qHTS Assay for Inhibitors of Human alpha-Glucosidase as a Potential Chaperone Treatment of Pompe Disease | Lysosomal alpha-glucosidase (Homo sapiens), P10253 | hit rate 0.005% among 200,000 | Potency, µM (top dose mostly 76.9 µM), for the others: top-dose activity change, negative = inhibition, hits mostly inhibitors | purified human GAA, 4-MU-alpha-glucoside fluorescence;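 further: potency means the concentration at half of the fitted maximal effect; plate controls were uninhibited enzyme wells for no effect and no-enzyme background for full effect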
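AC50 values come from Hill fits of compound titrations (up to 77 uM) against 4 nM human enzyme. Substrate 4-methylumbelliferyl-alpha-D-pyranoside at 400 uM, pH 5.0 citrate buffer, 20 min room temperature; fluorescence Ex 365/Em 440 after alkaline stop.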
HTT ATP protect = qHTS Multiplex Assay to Identify Dual Action Probes in a Cell Model of Huntington: Cytoprotection (ATP); PC12 HTT-Q103 induced, cytoprotection, ATP luminescence, 40 h; Potency, µM (series often up to 56.4 µM), without a hit: cytoprotection (ATP increase), most hits filed as activators; hit rate 0.14% among 230,000;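 further: potency means the concentration at half of the fitted maximal effect; % of control where 0% means no effect; nearly all actives have a fitted effect of over 45% in size; toxic huntingtin expression switched on by the ecdysone agonist tebufenozide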
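Quantitative HTS on tebufenozide-induced (100 nM) PC12 cells expressing HTTQ103 exon 1–GFP; compounds tested as a concentration series; survival measured via cellular ATP.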
LMNA splice mod = qHTS Assay for Modulators of Lamin A Splicing | hit rate 0.01% among 200,000 | AID 1487, 2009 | HeLa LMNA splicing GFP/RFP minigene ratio, 48 h | Potency, µM (series often up to 46.1 µM), for inactives: top-dose ratio change, negative = inhibition, actives largely listed as inhibitors; active means well fitted inhibition curve with a large enough effect in the signal ratio, with a control signal flat, not every such curve was filed as active; inconclusive means small, poorly fitted or top-dose-only effect, or effect the other way, or a change in a side signal; the % refers to the signal ratio; further: potency means the concentration at half of the fitted maximal effect; on the % scale 0 is the no-effect control and ±100 the full control effect
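Read-out is the ratio of GFP to DsRed2 object intensity, acquired by 488 nm laser-scanning cytometry on HeLa lamin A-EGFP minigene reporter cells. Compound incubation 48 hrs at 37 °C in Opti-MEM with 2% FBS; DMSO 0.5% final.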
GAA spleen mod = qHTS Assay for Inhibitors and Activators of Human alpha-Glucosidase From Spleen Homogenate. Lysosomal alpha-glucosidase (Homo sapiens), P10253. human spleen homogenate, 4-MU-alpha-glucoside fluorescence. Potency, µM (top dose mostly 79.9 µM), for the others: at the top dose activity change, negative = inhibition, most hits filed as inhibitors. hit rate 0.006% among 240,000. AID 2112, 2009;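 further: potency means the concentration at half of the fitted maximal effect; 0% = enzyme with vehicle and -100% = no enzyme basal signal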
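AC50 values come from Hill-equation fits of concentration-response data, normalized to no-enzyme and full-activity controls. Enzyme source: 1 ug human spleen homogenate; 1 mM fluorogenic 4-MU glucoside, pH 5.0 citrate buffer, 37 C, 40 min.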
GAA glycogen = qHTS Assay for Inhibitors and Activators of Human alpha-Glucosidase Cleavage of Glycogen | recombinant GAA, glycogen substrate, Amplex Red glucose oxidase fluorescence | AID 2100, 2009 | hit rate 0.38% among 300,000 | Potency, µM (top dose mostly 76.4 µM), for inactives: at the top dose activity change, negative = inhibition, hits mostly inhibitors | Lysosomal alpha-glucosidase (Homo sapiens), P10253;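 further: potency means the concentration at half of the fitted maximal effect; 0% = full enzyme reaction and -100% = no-enzyme basal signal; the screen sought inhibitors and activators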
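qHTS, 1536-well; enzyme 4 nM final; cpd up to 77 uM; substrate bovine liver glycogen 30 ug; 50 mM citrate/phosphate pH 5.0, 0.01% Tween-20; 37 C, 40 min; Amplex Red detection 45 min RT; Hill fit → AC50.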
An asterisk follows results filed as active; ? = inconclusive; . = no result given; & = joins results of further samples; [ ] = dose if it differs, or a comment. Unless noted, the call rests on the fitted dose curve; in most records, active means well fitted curve in the direction sought with a large enough effect; inconclusive means small, poorly fitted or top-dose-only effect, or another doubt; inactive means no such curve, though single readings can be large; an effect the other way counts as inactive or inconclusive.

SMILES	HttQ103 aggreg	CBFb RUNX1 block	GAA inhib	HTT ATP protect	LMNA splice mod	GAA spleen mod	GAA glycogen
O=C(NC12CC3CC(CC(C3)C1)C2)N1CC2Cc3cccc(=O)n3C(C2)C1 (stereo not drawn)	3.3%	-5.2%	2.9%	-21.6%	4.6%	0.8%	3.9%
COc1ccccc1/C=C/C1(C(=O)NC2CCCC2)CC(=O)N1c1ccccc1 (stereo not drawn)	?	14.7%	.	-63.6%[inhibitor][10 µM]	.	2.5%	4.0%
CC/C(C)=N\NC(=O)CNC(=O)c1ccc(Cl)cc1Cl	-10.2%	-1.5%	4.9%	-116.9%[inhibitor]	.	-2.5%	-6.4%
COC(=O)NNC(=O)c1ccccc1OC	-6.1%	-0.5%	2.8%	8.3%[10 µM]	.	5.4%	-3.7%
Cc1ccsc1C1C=C(c2cccc(Br)c2)Nc2ncnn21 (stereo not drawn)	-12.5%	4.9%	-3.8%	6.8%	?	1.7%	-6.2%
O=C(Nc1ccccc1)N1CCn2c1nc1ccccc12	6.6%	6.2%	-10.4%	-8.1%	-5.3%	4.1%	2.4%
CCOC(=O)Cc1c(C)nc(SC)[nH]c1=O	.	1.5%	-1.2%	.	.	0.8%	1.8%
Cc1ccc2cc(C(c3nnnn3C(C)(C)C)N3CCCCCC3)c(=O)[nH]c2c1 (stereo not drawn)	-8.8%	2.1%	-8.0%	-15.9%[10 µM]	?	-0.6%	1.5%
CC(NC(=O)Cc1cccs1)c1ccncc1 (stereo not drawn)	-5.8%	13.2%	-2.6%	13.1%	3.9%	-6.1%	1.1%
O=C(C1=C[C@@H](C2CCCCC2)C[C@@H](OCc2ccc(CO)cc2)O1)N1CCOCC1	34.1%[9.22 µM]	5.3%	.	37.8%[10 µM]	.	-0.4%	11.7%
Cc1scc(C(=O)N/N=C/c2ccco2)c1C	6.3%	1.7%	1.3%	-19.7%[10 µM]	-10.9%	1.4%	-11.2%
O=C(c1ccc(COc2c(F)c(F)c(F)c(F)c2F)o1)N1CCN(Cc2ccc3c(c2)OCO3)CC1	-26.6%	-8.0%	-11.4%	17.7%[10 µM]	-28.9%	-8.5%	-4.0%
COc1ccccc1/C=C/C(=O)/C=C/c1ccccc1O	28.1%[9.22 µM]	2.0%	.	2.6%[10 µM]	.	-0.6%	-0.2%
COc1cc(NC(=O)COc2cccc(OC)c2)cc(OC)c1	12.9%	1.7%	-19.8%	-5.5%	?	4.9%	-5.1%
Cc1cccc(N2C(=O)CC(N3CCN(c4ccccc4)CC3)C2=O)c1 (stereo not drawn)	22.5%	0.9%	-5.5%	-20.7%	-1.2%	5.4%	.
COC(=NC(C)C)NC(C)C	17.2%[9.22 µM]	17.0%	.	3.2%[10 µM]	.	8.9%	0.7%
O=C(Nc1ccccc1C(F)(F)F)c1ncn[nH]1	-37.2%[9.22 µM]	-6.9%	.	1.9%[10 µM]	.	13.5%	-2.6%
Cc1ccccc1Nc1nc(-c2ccccc2)c(C(=O)Nc2cccnc2)s1	-24.5%	4.0%	3.8%	-14.7%[10 µM]	-9.7%	-5.8%	9.6%
C[C@]12CCC(=O)C=C1CC[C@@H]1[C@@H]2[C@@H](O)C[C@@]2(C)[C@H]1CC[C@]2(O)C(=O)COC(=O)CCC(=O)O	7.3%&-1.6%	-22.3%&9.9%&-6.6%	-7.2%&-5.2%[15.4 µM]	.	?	0.8%&6.7%&4.1%	5.9%&7.4%
Cc1cccc(NC(=S)NCCc2ccc(F)cc2)c1C	-21.1%	1.3%	-2.5%	25.9%[10 µM]	-5.1%[46 µM]	4.3%	-12.2%
CCCn1c(CCc2ccccc2)nnc1SCC(=O)N1CCCC1	-17.0%	8.1%	4.3%	-5.6%	-3.0%	-4.7%	0.6%
Cc1ccc(NC(=O)c2cc(-c3ccc(C)o3)nc3ccccc23)cc1	6.1%	-11.0%	2.2%	2.3%	14.2%	-13.3%	-0.3%
Cc1noc(NS(=O)(=O)c2ccc(NC(=O)CSc3nc4c(cc3C#N)CCCC4)cc2)c1C	7.1%	-0.7%	-0.7%[15.4 µM]	-12.2%	-0.5%	0.6%	7.7%
O=C(O)c1ccc(-n2cccc2/C=C2/NC(=O)N(c3cccc(Cl)c3)C2=O)cc1	-5.1%	?	-5.2%	-38.5%[inhibitor]	.	1.1%	-6.3%
CCOC(=O)c1ccc(NC(=O)C(CC)CC)cc1	-9.0%	-7.8%	9.8%	0.0%	2.8%	3.4%	2.3%
Cc1sc2ncnc(NCC3COc4ccccc4O3)c2c1C (stereo not drawn)	?	1.5%	-2.4%	29.7%[10 µM]	?	6.4%	-12.7%
CN(C)CCOc1ncnc2c1oc1ccccc12	?	4.0%	-21.2%	15.1%	1.1%	-4.7%	3.6%
O=C(N1CCOCC1)N1CCN(S(=O)(=O)N2CCCCC2)CC1	3.3%	5.2%	0.2%	12.3%[1.9 µM]	-2.7%	-0.3%	4.8%
CC(C)(C)c1ccc(-c2noc(C(=O)NN)n2)cc1	4.0%[9.22 µM]	-3.5%	.	5.7%[10 µM]	.	-16.4%	?
Cc1ccc(OCc2n[nH]c(=S)n2-c2ccccc2)cc1	11.9%	-9.8%	0.1%	-22.0%	37.6%[46 µM]	.	?
Nc1nnnn1/N=C/c1ccccc1OCc1ccccc1	6.4%	5.1%	-4.7%	7.9%[10 µM]	22.9%	-2.5%	3.4%
CC1CN(C(=O)C(C)N2CCN(c3ccccc3Cl)CC2)CC(C)O1 (stereo not drawn)	3.9%	3.9%	-3.1%	-27.6%	?	-6.1%	1.4%
Cc1cc(C(=O)CC#N)c(C)n1CC(F)(F)F	8.3%	1.2%	4.2%	13.2%	12.6%	-1.3%	1.0%
COc1cccc(CN2CCN(C3CCOCC3)CC2CCO)c1 (stereo not drawn)	-4.0%[9.22 µM]	2.2%	.	7.0%[10 µM]	.	-1.5%	5.0%
O=[N+]([O-])c1ccc(Nc2ccccc2F)nc1	2.2%[9.22 µM]	-0.7%	-7.3%	5.2%[10 µM]	?	4.2%	-0.6%
CN1CCN(CC(=O)Nc2cccc([N+](=O)[O-])c2)CC1	-0.4%	5.8%	-1.3%	-23.5%	.	-1.8%	16.5%
Cc1ccccc1-n1nc(-c2ccc(N)cc2)cc1N	6.6%	-29.8%	0.2%	-5.5%[10 µM]	-3.7%	-9.4%	-5.7%
O=S(=O)(Cc1ccccc1Cl)CC(O)COc1ccccc1Cl (stereo not drawn)	-2.3%	-0.1%	-8.2%	1.4%	4.0%	-1.6%	3.6%
Cc1cccc(SC2CCN(Cc3nc(CC4CC4)no3)CC2)c1	-9.7%	23.6%	-4.8%	0.6%	.	6.2%	-12.7%
O=C(O)c1cc([N+](=O)[O-])ccc1NCCCc1ccccc1	.	-6.5%	.	?	?	4.7%&-3.0%&-18.9%&4.3%&-3.9%	.
O=C(Cc1ccccc1Cl)Nc1cccnc1	-13.4%	-5.8%	-8.7%	-14.4%	.	.	3.0%
O=C(NC1CCCC1)c1ncn[nH]1	-5.9%	-3.3%	6.3%	.	1.6%	4.1%	3.0%
COc1cccc(CNS(=O)(=O)/C=C/c2ccc(OC)c(OC)c2)c1	-10.5%	0.7%	-5.2%	-16.5%	22.7%[46 µM]	-16.3%	-1.3%
Cc1onc(-c2ccccc2)c1C(=O)N1CCOCC1	-8.3%	4.8%	2.1%	13.2%[10 µM]	-7.8%	-4.5%	-2.9%
CCCN(CCC)CC(=O)N1CC(=O)Nc2ccccc21	-5.6%[9.22 µM]	1.9%	.	12.0%[10 µM]	.	4.1%	5.4%
COC(=O)N(NC(=O)C(O)(CCC(C)C)CCC(C)C)c1ccccc1	-0.5%	9.8%	-5.0%	-12.8%[10 µM]	-3.7%	3.8%	0.1%
CC1CCN(S(=O)(=O)c2ccc3ccccc3c2)CC1	-22.6%	21.0%	-11.3%	-9.3%	?	-3.5%	-1.8%
Cc1cccc(NC(=O)CSC(N)=O)c1C	12.0%	-0.9%	-3.2%	1.8%	-2.3%	2.2%	-11.1%

Arranged by number of heavy atoms (largest number first): some entries from above
SMILES	HttQ103 aggreg	CBFb RUNX1 block	GAA inhib	HTT ATP protect	LMNA splice mod	GAA spleen mod	GAA glycogen
O=S(=O)(Cc1ccccc1Cl)CC(O)COc1ccccc1Cl (stereo not drawn)	-2.3%	-0.1%	-8.2%	1.4%	4.0%	-1.6%	3.6%
O=C(O)c1cc([N+](=O)[O-])ccc1NCCCc1ccccc1	.	-6.5%	.	?	?	4.7%&-3.0%&-18.9%&4.3%&-3.9%	.
Cc1onc(-c2ccccc2)c1C(=O)N1CCOCC1	-8.3%	4.8%	2.1%	13.2%[10 µM]	-7.8%	-4.5%	-2.9%
O=C(Cc1ccccc1Cl)Nc1cccnc1	-13.4%	-5.8%	-8.7%	-14.4%	.	.	3.0%

(next part)
SMILES	HttQ103 aggreg	CBFb RUNX1 block	GAA inhib	HTT ATP protect	LMNA splice mod	GAA spleen mod	GAA glycogen
O=C(NCc1ccccn1)C1CCN(Cc2cccc(OCc3ccccc3)c2)CC1	15.5%	-3.6%	-8.4%	.	?	-0.5%	-4.5%
CCc1cccc(C)c1NC(=O)C1CCCO1 (stereo not drawn)	6.2%	-0.7%	-11.4%	-3.0%	-8.1%	-3.4%	-0.7%
Cc1cccc(NC(=O)C2(c3ccccc3)CC2(Cl)Cl)c1 (stereo not drawn)	?	-2.2%	-4.0%	6.0%	-0.8%	-2.6%	-16.0%
CCCCc1ccc(NC(=S)NCC2CCCO2)cc1 (stereo not drawn)	-20.6%	11.0%	1.5%	.	.	-1.3%	-7.8%
